# Screening data from PubChem BioAssay.
# Rpn11 block: inhibitors of human proteasome Rpn11; O00487; AID 588493; human 26S proteasome, Ub4-pepOG fluorescence polarization; 20S core pre-blocked with epoxomicin; 360,000 compounds, 0.59% hits; calls only at 20 µM;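 active = inhibition at 20 µM, scaled to each plate's controls, above about 33%, limit read from the data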
# Target sequence (O00487 whole entry, looked up): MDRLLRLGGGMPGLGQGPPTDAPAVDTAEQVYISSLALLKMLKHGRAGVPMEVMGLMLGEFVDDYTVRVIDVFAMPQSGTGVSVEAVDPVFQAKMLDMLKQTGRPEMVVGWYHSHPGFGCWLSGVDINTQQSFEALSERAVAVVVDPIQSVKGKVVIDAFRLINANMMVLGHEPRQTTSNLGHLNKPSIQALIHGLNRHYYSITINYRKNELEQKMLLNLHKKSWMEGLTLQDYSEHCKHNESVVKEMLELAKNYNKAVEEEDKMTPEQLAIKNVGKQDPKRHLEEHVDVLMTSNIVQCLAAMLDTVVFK
# eLon inh: inhibitors of E. coli Lon protease; P0A9M0; purified E. coli Lon protease, fluorescence polarization; inhibition, % at 7.94 µM; 360,000 compounds, 0.42% hits; AID 602123; in the data active = inhibition above about 13%, passing the limit was not always enough;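 note: 0% = enzyme with probe and DMSO and 100% = no enzyme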
# FAS-TE inh: blocks the thioesterase domain of human fatty acid synthase | recombinant FAS-TE, OMFH fluorogenic substrate, fluorescence endpoint | P49327 | 360,000 compounds, 0.67% hits | inhibition, % at 15 µM | AID 602261;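 active = compounds whose normalised, plate-corrected inhibition of enzyme fluorescence in the single-dose primary screen is 50% or more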;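 note: 0% = DMSO with enzyme and 100% = substrate without enzyme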
# CSN deneddyl inh: inhibitors of human CSN-mediated cullin deneddylation; Purified CSN, SCF-Nedd8-OG deneddylation, fluorescence polarization; inhibition, % at 12.5 µM; 360,000 compounds, 0.38% hits;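 active = pattern-corrected inhibition above about 35%, with an unprinted fluorescence ratio check between 0.5 and 1.5, limit read from the data, passing the limit was not always enough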;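 note: 0% = enzyme with substrate and 100% = substrate without enzyme; some results filed as inactive read as strong as hits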
#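 test system = HEK293T-derived human Csn5 enzyme | amount = 0.24 nM Csn5 enzyme, final concentration | medium = Tris/NaCl/DTT buffer, pH 7.5 | schedule = 90 min reaction at room temperature | signal = FP | evaluation = inhibition of Csn5 cleavage, % | compound dosing = single dose of 12.5 µM compound with 0.25% DMSO | probe or stimulus = 10 nM SCFSkp2-Nedd8OG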
# MsrA inhibitor: inhibitors of bovine MsrA; purified bovine MsrA, absorbance read-out; inhibition, % at 15.5 µM; 360,000 compounds, 0.75% hits; in the data active = inhibition above about 4.5%;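 note: 0% = vehicle wells with enzyme and 100% = reference inhibitor wells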
# bovine MsrA act: bovine methionine sulfoxide reductase A activation; purified bovine MsrA, absorbance read-out; activation, % at 10.6 µM; 360,000 compounds, 0.3% hits; AID 602163; in the data active = activation above about 7.5%;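 note: 0% = vehicle and 100% = reference activator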
# MLLE-PAM2 inh: blocks PAM2 peptide binding to the PABP1 MLLE domain; P11940; GST-MLLE / FITC-PAM2 fluorescence polarization; inhibition, % at 20 µM; 360,000 compounds, 0.36% hits; in the data active = inhibition above about 35%, passing the limit was not always enough;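 note: plate controls were DMSO wells with GST-MLLE for no effect and wells lacking GST-MLLE protein for full effect; some results filed as inactive read as strong as hits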
# Target sequence (P11940 whole entry, looked up, the tested form may be a part): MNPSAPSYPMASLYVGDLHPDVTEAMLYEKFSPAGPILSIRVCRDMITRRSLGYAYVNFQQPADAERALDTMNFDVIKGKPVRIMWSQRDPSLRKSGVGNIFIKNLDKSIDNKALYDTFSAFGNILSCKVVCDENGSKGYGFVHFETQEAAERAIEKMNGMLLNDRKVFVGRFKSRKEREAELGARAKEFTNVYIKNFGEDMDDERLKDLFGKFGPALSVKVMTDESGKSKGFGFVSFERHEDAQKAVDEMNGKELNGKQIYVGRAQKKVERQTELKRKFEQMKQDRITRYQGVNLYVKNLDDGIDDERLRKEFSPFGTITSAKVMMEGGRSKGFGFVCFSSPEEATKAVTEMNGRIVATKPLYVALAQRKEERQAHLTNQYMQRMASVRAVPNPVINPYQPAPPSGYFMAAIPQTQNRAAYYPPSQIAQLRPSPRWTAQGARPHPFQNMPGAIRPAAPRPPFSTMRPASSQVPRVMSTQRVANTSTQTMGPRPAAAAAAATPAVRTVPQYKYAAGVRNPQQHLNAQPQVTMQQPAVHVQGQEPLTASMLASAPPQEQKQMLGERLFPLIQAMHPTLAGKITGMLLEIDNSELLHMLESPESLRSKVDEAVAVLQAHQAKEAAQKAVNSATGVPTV
# MT1-MMP act inh: inhibitors of human MT1-MMP activation | 360,000 compounds, 0.061% hits | HT1080 RFP-PRO-GFP cells, GFP/RFP ratio fluorescence, overnight; percent of plate control window, DMSO zero | GFP/RFP ratio change, % at 20 µM | P50281;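 active = GFP/RFP ratio change of at least 30% with cell ATP level not reduced by more than half and red fluorescence within 50% of control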; note: strong numbers were not always called active
#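 Test system: HT1080 RFP-PRO-GFP cells; Benchmarks: DMSO and RFP-L50D-GFP cell wells; Timing: cells overnight before dosing, compound overnight, 37 °C, 5% CO2; Compound: one 20 µM compound dose with 1% DMSO; Read-out: GFP/RFP fluorescence ratio.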
# Rin1 Abl inh: human Rin1-Abl interaction inhibition; TR-FRET Rin1/Abl binding, biochemical; 360,000 compounds, 0.4% hits; P00519+Q13671; inhibition, % at 7.35 µM; in the data active = inhibition above about 5%, passing the limit was not always enough
# * hit, by the source's call; i = inactive; x = no result given.
1	COc1ccc(-n2c(CCc3ccccc3)nnc2SCC(=O)c2ccccc2)cc1
2	O=C(CSc1nnc(Cc2ccccc2)o1)NCc1ccco1
3	Cc1nc2ccccc2c(=O)n1CCCO
4	C=CCn1c(SCc2ccccc2F)nc2cc(C(=O)O)ccc2c1=O
5	Clc1cccc(NCc2ccccc2)n1
6	CC1CC(C)CN(C(=O)CN2C(=O)NC(c3ccccc3)(c3ccccc3)C2=O)C1 (stereo not given)
7	CCOC(=O)c1cccc(NS(=O)(=O)c2ccc(NC(C)=O)cc2)c1
8	C=C1CSc2nc(=O)c3c4c(sc3n21)CCC4

assay / entry	1	2	3	4	5	6	7	8
Rpn11 block	i	i	i	i	i	i	i	i
eLon inh	-6	-10	-4	0	10	-1	-7	0
FAS-TE inh	22	-11	-8	8	0	12	-5	-4
CSN deneddyl inh	5	1	8	-2	3	2	2	3
MsrA inhibitor	1.3	-0.4	-0.1	0.7	-0.3	-0.4	0.4	1.6
bovine MsrA act	-8	-1	5	-1	-15	-3	-2	-15
MLLE-PAM2 inh	-108	-15	5	-6	8	7	-5	27
MT1-MMP act inh	-4	4	0	-4	-5	-4	-3	3
Rin1 Abl inh	-1	0	0	-3	3	0	-8	-6

# Single records, from the list above. Order of screens: Rpn11 block | eLon inh | FAS-TE inh | CSN deneddyl inh | MsrA inhibitor | bovine MsrA act | MLLE-PAM2 inh | MT1-MMP act inh | Rin1 Abl inh
# `C=CCn1c(SCc2ccccc2F)nc2cc(C(=O)O)ccc2c1=O` is listed as i | 0 | 8 | -2 | 0.7 | -1 | -6 | -4 | -3
# `Clc1cccc(NCc2ccccc2)n1` is listed as i | 10 | 0 | 3 | -0.3 | -15 | 8 | -5 | 3

# (list continues)
9	COc1ccc(C)cc1NC(=O)C1COc2ccccc2O1 (stereo not given)
10	COc1ccccc1CNC(=O)c1ccc(NS(C)(=O)=O)cc1
11	NC(N)=NC(N)=Nc1cccc(Cl)c1
12	COc1ccc(S(=O)(=O)NC(=O)C2(C)CCN2C(=O)Cc2ccc(C(C)(C)C)cc2)cc1 (stereo not given)
13	CCNS(=O)(=O)c1ccc(CCC(=O)N2CCc3ccccc3C2)cc1
14	Cc1cc2cccc(C)c2nc1SCC(=O)NNC(=O)c1ccco1
15	CCCC(=O)c1c(C)c2ccccc2n1C
16	COc1ccc([N+](=O)[O-])cc1N(CC1CO1)S(=O)(=O)c1ccc(C)cc1 (stereo not given)

assay / entry	9	10	11	12	13	14	15	16
Rpn11 block	i	i	i	i	i	i	i	i
eLon inh	-1	5	-8	-13	-3	3	-5	-4
FAS-TE inh	17	-8	-3	-8	-4	-1	10	10
CSN deneddyl inh	-6	5	3	-2	1	0	4	-5
MsrA inhibitor	-0.7	-0.1	1.2	-1.2	0.6	0.3	-0.2	0.5
bovine MsrA act	-1	-6	-3	-2	-9	-3	-5	-2
MLLE-PAM2 inh	9	3	-48	2	1	-24	-11	3
MT1-MMP act inh	0	1	1	-2	0	1	0	-2
Rin1 Abl inh	-4	4	5	0	3	2	0	3

# Only CSN deneddyl inh, MT1-MMP act inh and FAS-TE inh, for some of the entries so far:
nr	SMILES	CSN deneddyl inh	MT1-MMP act inh	FAS-TE inh
3	Cc1nc2ccccc2c(=O)n1CCCO	8	0	-8
4	C=CCn1c(SCc2ccccc2F)nc2cc(C(=O)O)ccc2c1=O	-2	-4	8
5	Clc1cccc(NCc2ccccc2)n1	3	-5	0
6	CC1CC(C)CN(C(=O)CN2C(=O)NC(c3ccccc3)(c3ccccc3)C2=O)C1 (stereo not given)	2	-4	12
7	CCOC(=O)c1cccc(NS(=O)(=O)c2ccc(NC(C)=O)cc2)c1	2	-3	-5
8	C=C1CSc2nc(=O)c3c4c(sc3n21)CCC4	3	3	-4
9	COc1ccc(C)cc1NC(=O)C1COc2ccccc2O1 (stereo not given)	-6	0	17

# Continued.
17	NC(=NCCc1c[nH]c2ccccc12)NS(=O)(=O)c1ccc2ccccc2c1
18	Cc1cccc(N2CCN(CC(=O)NCc3ccccc3)CC2)c1C
19	CC(C)Oc1cc(NC(=O)CSCC(=O)Nc2cccc(C(F)(F)F)c2)c(Cl)cc1Cl
20	CCCOc1ccc(C2c3c(oc4cc(C)c(C)cc4c3=O)C(=O)N2CCCN2CCOCC2)cc1 (stereo not given)
21	CCCn1c(C)cc(C(=O)CSc2nc3nc(C)cc(C)n3n2)c1C
22	O=C(Nc1cccc([N+](=O)[O-])c1)Nc1ccc2c(c1)CCC2
23	CCn1cnc2c1c(=O)n(CC(=O)OC)c(=O)n2Cc1ccccc1
24	CC(CN(C)Cc1ccccc1)OC(=O)c1cccs1 (stereo not given)

assay / entry	17	18	19	20	21	22	23	24
Rpn11 block	i	i	i	i	i	i	i	i
eLon inh	-12	-14	0	-1	8	-8	-3	-8
FAS-TE inh	11	8	23	18	-4	53*	-4	6
CSN deneddyl inh	-14	2	0	1	0	1	-2	6
MsrA inhibitor	0.1	-0.7	-1.0	2.1	0.1	-0.3	3.5	0.3
bovine MsrA act	-6	-8	-1	-1	-7	-3	-2	8.4*
MLLE-PAM2 inh	-1	-2	-7	8	12	-7	-56	11
MT1-MMP act inh	1	3	4	-4	3	0	2	-1
Rin1 Abl inh	1	-4	1	-4	2	4	2	2

25	CCN1CCN(CCCCOc2ccccc2F)CC1
26	CC(C)Cn1c(N)c(S(=O)(=O)c2cccs2)c2nc3ccccc3nc21
27	CC1(C(=O)Nc2cccc(S(=O)(=O)N3CCOCC3)c2)Cc2ccccc2C(=O)O1 (stereo not given)
28	Brc1ccc(-c2csc(N3CCc4ccccc4C3)n2)cc1
29	O=C(CN(C(=O)CCC(=O)Nc1nccs1)c1cccc(C(F)(F)F)c1)NCC1CCCO1 (stereo not given)
30	O=C(c1cc2cc(Cl)ccc2o1)N1CCCCCC1
31	COc1cccc(C(c2nnnn2Cc2ccco2)N2CCN(c3cccc(C)c3C)CC2)c1OC (stereo not given)
32	CCOC(=O)c1sc(NC(=O)CNC(=O)Cn2cnc3sc(C)c(C)c3c2=O)nc1C

assay / entry	25	26	27	28	29	30	31	32
Rpn11 block	i	i	i	i	i	i	i	i
eLon inh	-5	-3	0	-6	-3	3	2	2
FAS-TE inh	-6	-2	-8	11	2	5	30	-3
CSN deneddyl inh	-6	12	-1	7	3	1	-1	13
MsrA inhibitor	0.2	2.8	1.4	-1.1	-0.2	-0.3	0.5	0.0
bovine MsrA act	-3	-2	-9	-2	-2	-3	5	-7
MLLE-PAM2 inh	-14	1	5	-41	2	4	-16	-17
MT1-MMP act inh	2	4	2	-4	0	8	-45	-2
Rin1 Abl inh	-5	-4	-2	0	0	1	3	-1

33	Cc1c(OCC(=O)NC2CC(C)(C)NC(C)(C)C2)ccc2c1oc(=O)c1ccccc12
34	CCCN1CCC(=O)N(CCSc2ccc(C)cc2)CC1
35	CCn1c(SC(C)C(=O)NCC2CCCO2)nc2ccccc21 (stereo not given)
36	CN1C=Nc2c(ncn2C2CCC(CO)O2)C1O (stereo not given)
37	Cc1ccc(C(=O)n2c3ccccc3c3ccccc32)cc1
38	Cc1ccc(S(=O)(=O)N2[C@H](c3cccc(Cl)c3)CC(=O)[C@@H]3CN(S(=O)(=O)c4ccccc4C)[C@H](c4ccc(Cl)cc4)C[C@@H]32)cc1
39	C=CCNC(=O)C1CCN(S(=O)(=O)c2ccc3ccccc3c2)CC1
40	CCc1ccc(S(=O)(=O)NCCc2cn3cccc(C)c3n2)s1

assay / entry	33	34	35	36	37	38	39	40
Rpn11 block	i	i	i	x	i	i	i	i
eLon inh	2	-1	-10	-6	1	-3	-7	-22
FAS-TE inh	-6	1	-2	-4	17	14	0	-1
CSN deneddyl inh	-2	-5	2	1	8	4	0	-1
MsrA inhibitor	0.8	-1.1	-0.8	-0.9	0.3	0.2	-0.6	0.7
bovine MsrA act	-2	-4	-4	-1	-4	-2	-3	-3
MLLE-PAM2 inh	-7	-5	7	x	0	-7	-11	0
MT1-MMP act inh	10	0	-3	8	-11	10	0	-1
Rin1 Abl inh	-5	0	2	x	0	1	1	6

41	CCC(C)[C@H](NC(=O)N1CC(=O)Nc2ccccc21)C(=O)Nc1ccccc1C (stereo not given in full)
42	Cc1ccc(-c2nc3ccccn3c2NCc2ccc3c(c2)OCO3)cc1
43	COc1cccc(C2=CC(c3ccc(N(C)C)cc3)n3nnnc3N2)c1 (stereo not given)
44	Cc1[nH]nc(SCC(=O)N2CCCC2)c1[N+](=O)[O-]
45	C=CC[C@H](CC(=O)NCCO)C(=O)N[C@@H](COC(=O)[C@@H](CC=C)Cc1ccc(F)cc1)Cc1c[nH]c2ccccc12
46	Cc1ccc(S(=O)(=O)N2CCOCC2)cc1C(=O)N1CCC(Cc2ccccc2)CC1
47	O=C(Nc1nc(-c2cccc3ccccc23)cs1)c1cnccn1
48	COc1ccc(S(=O)(=O)N2CCCCC2)cc1NC(=O)c1cnc(C)cn1

assay / entry	41	42	43	44	45	46	47	48
Rpn11 block	i	i	i	i	i	i	i	i
eLon inh	3	-3	-162	6	-4	-7	-2	-7
FAS-TE inh	0	6	-5	-4	18	6	-4	-1
CSN deneddyl inh	0	0	1	3	2	3	-7	2
MsrA inhibitor	0.0	1.2	-0.6	0.8	0.5	-0.5	-0.4	0.2
bovine MsrA act	-3	-3	-13	-6	-1	-4	-3	-2
MLLE-PAM2 inh	-4	2	-30	-12	-7	18	6	8
MT1-MMP act inh	-4	3	-97	1	-2	-4	-1	1
Rin1 Abl inh	1	-3	-3	-2	1	0	-2	0

# Taken from above.
# no. 41 in eLon inh = 3
# no. 47 in MT1-MMP act inh = -1

# New compounds follow:
49	CCC1Sc2ccc(S(=O)(=O)CCC(=O)Nc3ccccc3Br)cc2NC1=O (stereo not given)
50	O=C(Nc1nnc(C2CC2)s1)c1ccc(Cl)c(S(=O)(=O)N2CCc3ccccc3C2)c1
51	COc1ccc(CC(C)N2CCN(c3cccc(C(F)(F)F)c3)CC2)cc1OC (stereo not given)
52	CCOC(=O)c1ccc(NC(=O)CSc2nc3c(c(=O)n2CC)SC(C)C3)cc1 (stereo not given)
53	Cc1nc(-c2coc3cc(C)c(N=O)c(O)c3/c2=N\N)cs1
54	NC(=S)NN=Cc1nccc2ccccc12
55	O=C(N/N=C/c1ccccc1F)NC12CC3CC(CC(C3)C1)C2
56	Cc1c(-c2nc(N)nc(Nc3ccc(F)cc3)n2)oc2ccccc12
57	O=[N+]([O-])c1ccccc1S(=O)(=O)c1ccccc1
58	Cc1cc(NC(=O)c2ccccc2C)n(-c2cccc(F)c2)n1

assay / entry	49	50	51	52	53	54	55	56	57	58
Rpn11 block	i	i	i	i	i	i	i	i	i	i
eLon inh	-2	11	3	-2	-12	0	6	-3	-16	-12
FAS-TE inh	-1	13	14	15	-5	-5	20	20	1	-3
CSN deneddyl inh	2	-4	-1	-6	2	-2	1	7	0	-3
MsrA inhibitor	1.8	0.4	-0.4	-0.1	1.1	3.5	-0.3	3.3	1.8	-0.5
bovine MsrA act	-1	-3	-2	-3	-3	4	-3	-6	0	-5
MLLE-PAM2 inh	1	4	-4	7	1	7	-7	-3	-7	1
MT1-MMP act inh	3	-2	3	-8	3	5	2	-5	4	4
Rin1 Abl inh	4	1	6	-3	-6	-2	0	-1	2	1
